Scp-1 inhibitor: Scp-1 (human) phosphatase inhibition. AID 493091. Q9GZU7. inhibition, % at 20 µM. Recombinant Scp1, phosphopeptide, malachite green phosphate absorbance. actives 0.88% (n = 340,000);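 active means inhibition above about 50% at 20 µM, limit read from the data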;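 further: plate controls were DMSO wells with enzyme for no effect and wells lacking enzyme for full effect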
Target sequence (Q9GZU7 76-261 limits assumed): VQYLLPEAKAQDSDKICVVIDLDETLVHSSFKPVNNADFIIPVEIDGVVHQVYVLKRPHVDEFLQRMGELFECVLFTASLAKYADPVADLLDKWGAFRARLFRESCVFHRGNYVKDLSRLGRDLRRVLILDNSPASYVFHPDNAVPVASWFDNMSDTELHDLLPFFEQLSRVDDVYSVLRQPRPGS
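Assay system: SCP-1 catalytic fragment, aa 76-261 | Buffer or medium: Tris acetate buffer pH 5.5 with MgCl2 and Tween-20 | Compound: One concentration, 20 µM, with 1.0% DMSO | Also added: Phospho 17-mer peptide substrate | Signal: Absorbance at 630 nm | Incubation: 45 min enzyme reaction at room temperature | Measure: % inhibition of SCP-1 phosphate liberation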
Rpn11 block: blocks the human proteasome subunit Rpn11 | O00487 | human 26S proteasome, Ub4-pepOG fluorescence polarization; 20S core pre-blocked with epoxomicin | calls only at 20 µM | actives 0.59% (n = 360,000) | AID 588493;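 active means inhibition at 20 µM, scaled to each plate's controls, above about 33%, limit read from the data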
STEP inh: inhibitors of human striatal-enriched phosphatase STEP. AID 588621. inhibition, % at 20 µM. P54829. actives 0.25% (n = 360,000). recombinant STEP, OMFP fluorogenic substrate, fluorescence;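 active means inhibition at 20 µM, scaled per plate between control wells, above about 37%, limit read from the data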;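 further: 0% = DMSO with enzyme and substrate and 100% = substrate only without enzyme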
Target sequence (P54829 whole entry, looked up): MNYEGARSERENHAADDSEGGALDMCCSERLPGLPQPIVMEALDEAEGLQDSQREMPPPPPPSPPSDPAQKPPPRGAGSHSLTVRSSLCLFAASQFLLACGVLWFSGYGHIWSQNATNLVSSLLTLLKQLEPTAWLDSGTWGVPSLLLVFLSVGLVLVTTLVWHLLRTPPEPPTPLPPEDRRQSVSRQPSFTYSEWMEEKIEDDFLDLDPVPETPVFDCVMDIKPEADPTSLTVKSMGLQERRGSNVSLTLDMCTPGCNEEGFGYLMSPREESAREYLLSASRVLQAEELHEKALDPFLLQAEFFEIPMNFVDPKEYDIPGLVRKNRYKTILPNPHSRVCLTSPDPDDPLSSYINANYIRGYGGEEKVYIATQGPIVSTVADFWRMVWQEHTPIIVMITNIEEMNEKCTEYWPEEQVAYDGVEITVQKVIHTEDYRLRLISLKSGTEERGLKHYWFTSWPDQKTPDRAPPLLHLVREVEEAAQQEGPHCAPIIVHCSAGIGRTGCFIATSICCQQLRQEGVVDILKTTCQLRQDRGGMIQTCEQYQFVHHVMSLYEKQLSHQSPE
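Assay system: isolated STEP enzyme. Buffer or medium: pH 6.0 Bis-Tris with DTT and Tween 20. Also added: fluorogenic phosphatase substrate OMFP at 25 µM final. Dosing: 20 µM, 1% DMSO. Timing: 20 min reaction, room temperature, in the dark. Measured by: fluorescence intensity, excitation 480 nm, emission 540 nm. Evaluation: normalized % inhibition.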
NadD inh: blocks S. aureus nicotinate mononucleotide adenylyltransferase | purified NadD enzyme, colorimetric absorbance read-out | inhibition, % at 20 µM | actives 0.78% (n = 360,000); in the data active means inhibition above about 26%; further: some compounds past the cut are filed as inactive
MsrA inh: bovine MsrA inhibition; inhibition, % at 15.5 µM; AID 651718; purified bovine MsrA, absorbance read-out; actives 0.75% (n = 360,000); in the data active means inhibition above about 4.5%;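 further: 0% = vehicle wells with enzyme and 100% = reference inhibitor wells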
CSN deneddyl inh: CSN deneddylation inhibition | Q92905 | inhibition, % at 12.5 µM | actives 0.38% (n = 360,000) | AID 651999 | Purified CSN, SCF-Nedd8-OG deneddylation, fluorescence polarization;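 active means pattern-corrected inhibition above about 35%, with an unprinted fluorescence ratio check between 0.5 and 1.5, limit read from the data, passing the limit was not always enough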;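 further: 0% = enzyme with substrate and 100% = substrate without enzyme; some results filed as inactive read as strong as hits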
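assay system = purified human Csn5 enzyme expressed in HEK293T cells | amount = 0.24 nM enzyme | buffer or medium = Tris/NaCl/DTT buffer, pH 7.5 | reagent = 10 nM SCFSkp2-Nedd8OG | compound = one concentration, 12.5 µM, 0.25% DMSO | times = 90 min reaction at room temperature | signal = FP | read-out basis = % inhibition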
TbMetRS inhib: Trypanosoma brucei MetRS inhibition. purified T. brucei MetRS, ATP depletion, Kinase-Glo luminescence. inhibition, % at 11.9 µM. actives 0.4% (n = 360,000). AID 624268;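 active means inhibition above a per-plate cutoff of the control wells' mean inhibition plus 3 SD, cut at about 5.5% in these data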;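 further: 0% = DMSO wells median and 100% = median of wells with control inhibitor compound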
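Dosing: 11.9 µM compound single dose, 0.9% DMSO; Assay system: purified T. brucei MetRS enzyme; Measured by: Kinase-Glo luciferase luminescence reporting remaining unconsumed ATP; Schedule: 15 min plus 2 h at 25 °C.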
LMPTP inh: blocks human LMPTP phosphatase. P24666. recombinant LMPTP-A, OMFP fluorogenic substrate, fluorescence intensity. inhibition, % at 20 µM. actives 0.22% (n = 360,000). AID 651560;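 active means compounds that cut the enzyme signal by at least half of the control window in the single-dose screen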;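 further: plate controls were DMSO wells with enzyme plus substrate for no effect and substrate without enzyme for full effect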
Target sequence (P24666 whole entry, looked up): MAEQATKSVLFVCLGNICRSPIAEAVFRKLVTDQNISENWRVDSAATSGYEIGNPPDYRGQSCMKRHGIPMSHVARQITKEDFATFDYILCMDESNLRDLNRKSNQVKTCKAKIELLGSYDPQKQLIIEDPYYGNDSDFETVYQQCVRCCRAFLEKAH
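Test system – LMPTP-A enzyme · Amount – LMPTP-A at 0.625 nM final in the reaction · Buffer or medium – Bis-Tris pH 6.0, DTT, detergent · Reagent – OMFP 400 µM · Doses – single 20 µM dose · Schedule – reaction 50 min, room temperature, dark · Detection – fluorescence intensity of OMFP turnover product · Evaluation – percent inhibition versus substrate-only and uninhibited controls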
DNMT1 block: blocks human DNA methyltransferase DNMT1 | DNMT1 molecular beacon, Hinp1I cleavage, fluorescence | inhibition (reported as % activation of signal), % at 10 µM | actives 0.83% (n = 360,000) | AID 588458; in the data active means inhibition above about 50%
SUMO1 PPI mod: alters human SUMO1 binding to SIM partners; P63165; SUMO1 binding to a labelled peptide, TR-FRET, 1 h; inhibition, % at 20 µM; actives 0.33% (n = 360,000); AID 602429; in the data active means inhibition above about 37%
Target sequence (P63165 whole entry, looked up): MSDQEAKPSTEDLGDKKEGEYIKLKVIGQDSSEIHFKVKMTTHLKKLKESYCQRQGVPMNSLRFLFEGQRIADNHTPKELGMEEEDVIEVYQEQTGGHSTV
* = called active by the depositor; i = inactive.

SMILES	Scp-1 inhibitor	Rpn11 block	STEP inh	NadD inh	MsrA inh	CSN deneddyl inh	TbMetRS inhib	LMPTP inh	DNMT1 block	SUMO1 PPI mod
CCn1c(=O)cc(OCC(=O)N2CCN(C(=O)c3ccco3)CC2)c2ccccc21	-5	i	-5	-3	-1.5	-1	-0.7	-0.8	1	-7
COc1ccc(/C(N)=N/OC(=O)c2cccs2)cc1OC	-7	i	4	-5	-2.3	-3	-0.6	-1.6	0	4
Nn1c(=O)[nH]c2c([nH]c3ccccc32)c1=O	-6	i	-2	0	1.7	-12	-0.2	-1.0	1	-9
O=S(=O)(/N=C(/Nc1ccc(F)c(F)c1F)c1ccccc1)c1ccccc1	-7	i	-3	-1	-1.7	-8	-1.0	-0.2	0	1
COCCn1c(C)cc(C2=NNC(=Nc3ccccc3)SC2)c1C	6	i	-7	36*	-1.2	-4	-1.8	-0.5	-34	-2
O=C(NNc1c(Cl)cccc1Cl)C1CCC1	-1	i	0	-4	-0.7	0	-1.0	-1.3	1	-1
O=C(NNC(=S)Nc1cccc(Cl)c1)c1ccccc1OC(F)F	-5	i	-1	-2	-0.3	-15	0.2	-0.9	2	0
Cn1cc(CN2CCCC(CO)(Cc3ccccc3)C2)cn1 (centres undefined)	-6	i	-1	-3	-0.2	-6	1.6	-0.7	6	2
O=C(CSc1nnc2ccccn12)Nc1ccccc1C(=O)NC1CC1	-6	i	0	0	0.6	-1	0.0	-1.6	2	-5
CCc1ccc(-c2nc(CS(=O)CC(=O)NCCCN3CCOCC3)c(C)o2)cc1 (centres undefined)	23	i	-5	2	-0.9	-3	-0.2	-4.3	-9	-4
Cc1ccc(-c2nnc(SCC(=O)NC(=O)Nc3ccc(C)cc3C)n2N)cc1	-4	i	0	-1	-0.6	-10	0.0	-1.4	2	0
CCOc1ccc(S(=O)(=O)Nc2cccc(C(=O)NCC(C)(C)N3CCOCC3)c2)cc1	-7	i	0	-4	-0.4	0	-0.4	-1.8	6	5
O=C(C[C@@H]1C/C=C\CCC(=O)OC[C@@H]2CCCN2C1=O)N[C@H](CO)Cc1ccccc1	3	i	-2	1	-1.2	-1	-0.3	2.2	4	-7
CC1(c2cccc(Br)c2)NC(=O)N(CC(=O)Nc2cccnc2Cl)C1=O (centres undefined)	-10	i	1	-6	2.0	0	0.4	-1.7	0	2
Cc1cc(-n2c(C)cc(C(=O)COc3ccccc3[N+](=O)[O-])c2C)no1	-15	i	0	-7	1.3	-10	0.4	2.2	-3	-10
CCCC[C@@H]1CNC(=S)N1CCCC	0	i	-2	1	0.3	2	-0.3	-1.6	4	-1
CC1Oc2ccccc2OC1C(=O)Nc1nccs1 (centres undefined)	-6	i	-2	-4	-0.5	4	-0.2	0.2	0	-1
CC(=O)OC[C@H]1O[C@@H](Oc2cc(O)cc3oc(-c4ccc(O)cc4)cc(=O)c23)[C@H](O[C@@H]2O[C@@H](C)[C@H](O)[C@@H](O)[C@H]2O)[C@@H](O)[C@@H]1O	11	i	1	-1	2.7	-1	0.6	0.6	14	2
COc1ccc2[nH]c3c(NCCCOC(C)C)ncnc3c2c1	-7	i	3	-7	0.9	-2	6.2*	0.0	-1	12
O=C(COc1ccc(S(=O)(=O)N2CCOCC2)cc1)Nc1cccc([N+](=O)[O-])c1	-8	i	-1	-4	-0.5	-5	0.2	-0.1	0	-27

3 structures already listed, sorted by SMILES length, descending:
SMILES	Scp-1 inhibitor	Rpn11 block	STEP inh	NadD inh	MsrA inh	CSN deneddyl inh	TbMetRS inhib	LMPTP inh	DNMT1 block	SUMO1 PPI mod
O=S(=O)(/N=C(/Nc1ccc(F)c(F)c1F)c1ccccc1)c1ccccc1	-7	i	-3	-1	-1.7	-8	-1.0	-0.2	0	1
O=C(CSc1nnc2ccccn12)Nc1ccccc1C(=O)NC1CC1	-6	i	0	0	0.6	-1	0.0	-1.6	2	-5
O=C(NNC(=S)Nc1cccc(Cl)c1)c1ccccc1OC(F)F	-5	i	-1	-2	-0.3	-15	0.2	-0.9	2	0

(continued)
SMILES	Scp-1 inhibitor	Rpn11 block	STEP inh	NadD inh	MsrA inh	CSN deneddyl inh	TbMetRS inhib	LMPTP inh	DNMT1 block	SUMO1 PPI mod
O=c1[nH]c(CN2CCN(S(=O)(=O)/C=C/c3ccccc3)CC2)nc2cc(Cl)ccc12	1	i	1	9	0.6	2	0.3	0.8	-5	0
CON(C)S(=O)(=O)NC(=O)C1=C(N2CCCC2)COC1=O	-8	i	-3	-2	-0.3	-3	-0.3	-1.7	3	-3
CN(C)S(=O)(=O)c1ccc2nc(NC(=O)c3cccnc3)sc2c1	-15	i	1	7	4.1	6	0.2	12	-4	4
CCOC(=O)C1CCCN1C(=O)c1ccc(OC)c(Br)c1 (centres undefined)	1	i	-2	-1	-0.3	-2	-0.2	-1.5	1	0
Cc1ccc(CNC(=O)CCS(=O)(=O)c2ccc3c(c2)CC(C)N3C(=O)C2CC2)o1 (centres undefined)	0	i	0	-4	1.3	-4	0.6	-0.2	1	-3
O=C(c1ccco1)N1N=C(C2CCCCC2)CC1(O)C(F)(F)F (centres undefined)	-7	i	1	-10	1.8	-8	0.3	0.1	1	2
CCOC(=O)C1CCN(C(=O)c2ccc(Br)o2)CC1	-3	i	15	6	0.8	-1	-0.4	-0.3	1	3
CCOC(=O)c1cnc(Nc2ccccc2)nc1C(F)(F)F	-4	i	0	-9	0.7	-3	-0.6	3.4	2	2
CC(=O)c1cc(C(=O)c2ccccc2)sc1Nc1ccccc1	-13	i	8	-6	1.2	-1	0.1	2.1	-3	-24
Cn1c(C(=O)N[C@@H](C(=O)O)c2ccccc2)cc2cc(Cl)ccc21	-5	i	-1	-6	0.2	16	-0.9	-2.0	1	1
CS(=O)(=O)c1ccc(Cl)c(NC(=O)Nc2ccccc2)c1	-11	i	5	-2	0.8	1	0.7	1.4	-2	2
COCCN(CC(=O)Nc1cccc(C)c1C)C(=O)c1ccc2ccccc2n1	-5	i	0	-4	-0.2	3	-0.4	-1.4	5	3
COc1cccc(NC(=O)CSc2nnc(COc3ccc4c(c3)CCCC4)o2)c1	-2	i	1	-5	1.7	1	-0.1	2.7	-10	7
CCc1ccc(CC)c(S(=O)(=O)Nc2ccc(C(=O)O)c(O)c2)c1	-13	i	3	-6	-0.5	3	-0.9	0.1	-1	7
CC(C)c1ccc(C(=O)N2CCCN(C(=O)c3ccc(C(C)C)cc3)CC2)cc1	-3	i	-4	-3	0.8	-8	-0.3	-0.5	0	-2
N=c1oc2ccc3ccccc3c2cc1C(N)=S	2	i	0	27	1.4	-1	-1.0	1.0	-6	-6
COc1ccc(C(C(=O)NC2CCCCC2)N(C(=O)c2ccco2)c2ccccc2OC)cc1 (centres undefined)	-1	i	0	-1	-0.7	2	-0.6	0.9	1	1
O=C(CN1C(=O)S/C(=C\c2ccccn2)C1=O)Nc1ccc(F)cc1	-7	i	-2	5	1.0	1	-0.3	-0.1	14	-12
O=C1C(=O)N(C2CCS(=O)(=O)C2)C(c2cccc(O)c2)/C1=C(/O)c1ccc(Cl)cc1 (centres undefined)	-5	i	0	2	0.3	-3	0.1	-1.1	2	-17
O=C(CC1C(=O)NCCN1Cc1cccc(F)c1)NC1CCCCC1 (centres undefined)	-2	i	-2	3	-0.1	-1	-0.2	-0.9	-3	3
COc1ccccc1Cn1c(=S)[nH]c2ccc(F)cc2c1=O	-11	i	2	-5	-0.6	-2	0.1	-0.4	-2	0
CCn1c(SCC(=O)Nc2ccc3c(c2)OCO3)nnc1C1CC1	1	i	1	-3	-1.1	-2	0.0	-1.7	-1	0
Cc1nc2ccccc2nc1OCC(=O)NCc1ccc2c(c1)OCO2	5	i	3	1	0.9	3	-0.8	-0.3	2	-5
COc1cccc(C(=O)NCC2CCCN(C3CCCCC3)C2)c1OC (centres undefined)	-4	i	1	2	-0.7	-1	-0.7	1.9	2	4
CCOC(=O)[C@H]1[C@H]2COc3ccccc3[C@@H]2N2C(=O)c3c(C)cc(C)cc3NC(=O)[C@@]12C	-2	i	0	5	0.3	0	0.3	-0.1	2	-2
O=C(N/N=C/c1ccccc1Br)c1cccc(S(=O)(=O)N2CCOCC2)c1	1	i	-1	14	0.7	-4	-0.5	-0.2	0	-10
Cc1ncoc1C(=O)N1CCCC(C(=O)c2ccc3c4c(cccc24)CC3)C1 (centres undefined)	-7	i	4	6	2.2	-6	-1.0	0.7	-2	-19
CCC(CC)C(=O)Nc1cccc(/C(C)=N/NC(=O)c2c(Br)cnn2C)c1	-7	i	0	5	-0.2	-1	-1.5	-0.4	-5	-2
CCN(CC(=O)Nc1ccccc1OC)C(=O)c1ccc(NS(=O)(=O)c2ccc(C(C)=O)cc2)cc1	-2	i	-2	-10	0.6	-1	-0.3	0.9	0	16
CCOC(=O)NNC(=O)C1CCC(C)CC1 (centres undefined)	-4	i	-5	-4	-0.5	-12	-0.4	0.0	0	-2
CCN(c1ccc(NC(=O)COC(=O)c2cc3ccccc3oc2=O)cc1)C(C)C	1	i	2	0	-0.8	5	-0.2	-0.6	-5	-17
O=C(/C=C\Nc1ccc2c(c1)OCO2)c1cccs1	-9	i	2	-3	2.2	2	-0.2	3.5	-3	-21
O=C(CCc1ccccc1)NCC1(c2ccccc2)CCCC1	-2	i	-2	-3	-1.3	-2	0.8	-1.4	1	-1
Cc1ccc2c(C)c(C(=O)Nc3cccnc3)oc2c1	3	i	-1	-6	0.5	-7	-0.8	0.0	3	-3
COc1ccc(C(=O)NCC(=O)NCC2COc3ccccc3O2)cc1 (centres undefined)	-5	i	-5	0	-1.2	0	-0.2	-1.0	-2	-1
Cc1ccc(C)c2[nH]c(=O)c(CN(Cc3ccco3)C(=S)NCC3CCCO3)cc12 (centres undefined)	-12	i	4	-1	-1.4	4	0.2	0.6	-2	4
OC(CN=c1sc2ccccc2n1CC(O)COc1ccccc1)COc1ccccc1 (centres undefined)	1	i	3	-5	0.5	5	-0.1	4.3	-16	0

Record cards, from the list above. Values in the order: Scp-1 inhibitor, Rpn11 block, STEP inh, NadD inh, MsrA inh, CSN deneddyl inh, TbMetRS inhib, LMPTP inh, DNMT1 block, SUMO1 PPI mod
`CCOC(=O)C1CCN(C(=O)c2ccc(Br)o2)CC1` across the screens: -3, i, 15, 6, 0.8, -1, -0.4, -0.3, 1, 3
`O=C(CC1C(=O)NCCN1Cc1cccc(F)c1)NC1CCCCC1` (centres undefined) across the screens: -2, i, -2, 3, -0.1, -1, -0.2, -0.9, -3, 3

Assay outcomes from PubChem BioAssay.

An unsorted share of the library; overall some 3.9% were active at least once.
